Vif-A3F inh = qHTS for Inhibitors of Vif-A3F Interactions: qHTS; Potency, µM (doses to about 46.1 µM), for the others: at the top dose activity, negative = active; actives 0.2% (n = 390,000); AID 602313, 2012; HeLa A3F-eYFP + Vif (tagged APOBEC3F with the HIV-1 protein that degrades it), YFP fluorescence increase; note: potency is the fitted concentration of half-maximal effect; % of control where 0% means no effect; nearly all actives have a fitted effect of over 65% in size
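Fluorescence increase (Ex 488/Em 500-530) after overnight compound treatment at 37 deg C flags inhibition of Vif-driven A3F-eYFP loss in stable HeLa A3F-eYFP/Vif cells seeded overnight beforehand.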
RGS4 inhibitor = Inhibitors of Regulator of G Protein Signaling (RGS) 4: qHTS; Regulator of G-protein signaling 4 (Homo sapiens), P49798; Transcreener GDP fluorescence polarization, RGS4-accelerated GTP hydrolysis; Potency, µM (titrated, usually from 114 µM), for inactives: top-dose activity change, negative = inhibition, hits mostly inhibitors; actives 0.039% (n = 390,000); AID 504845, 2011; note: potency is the fitted concentration of half-maximal effect; % is set by controls: 0 for no effect and ±100 for the full control effect; nearly all actives have a fitted effect of over 75% in size; some results filed as inactive show a strong effect at the top dose
Target sequence (P49798 whole entry, looked up): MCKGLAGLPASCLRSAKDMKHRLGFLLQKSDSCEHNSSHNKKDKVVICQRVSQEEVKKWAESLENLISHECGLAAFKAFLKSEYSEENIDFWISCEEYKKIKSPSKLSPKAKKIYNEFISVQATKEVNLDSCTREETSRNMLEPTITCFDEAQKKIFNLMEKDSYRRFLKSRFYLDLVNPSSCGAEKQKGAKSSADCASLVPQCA
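MLSMR compounds (23 nl, pin-transferred) preincubated 10 min at room temperature with a 500nM (2x) first reagent, then RGS4 at 900nM (2x) plus Transcreener GDP mix added; fluorescence polarization (620/688 nm) read before and after 90 min at 30 °C.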
ALOX12 inh = Primary qHTS assay for inhibitors of human arachidonate 12S-lipoxygenase (ALOX12): Round 2 | Polyunsaturated fatty acid lipoxygenase ALOX12 (Homo sapiens), P18054 | purified 12hLO, xylenol orange hydroperoxide absorbance | Potency, µM (highest dose often 108 µM), for the others: at the top dose activity change, negative = inhibition, usual class: inhibitors | actives 1.1% (n = 580,000) | AID 1671190, 2021; note: potency is the fitted concentration of half-maximal effect; % is set by controls: 0 for no effect and ±100 for the full control effect
Target sequence (P18054 whole entry, looked up): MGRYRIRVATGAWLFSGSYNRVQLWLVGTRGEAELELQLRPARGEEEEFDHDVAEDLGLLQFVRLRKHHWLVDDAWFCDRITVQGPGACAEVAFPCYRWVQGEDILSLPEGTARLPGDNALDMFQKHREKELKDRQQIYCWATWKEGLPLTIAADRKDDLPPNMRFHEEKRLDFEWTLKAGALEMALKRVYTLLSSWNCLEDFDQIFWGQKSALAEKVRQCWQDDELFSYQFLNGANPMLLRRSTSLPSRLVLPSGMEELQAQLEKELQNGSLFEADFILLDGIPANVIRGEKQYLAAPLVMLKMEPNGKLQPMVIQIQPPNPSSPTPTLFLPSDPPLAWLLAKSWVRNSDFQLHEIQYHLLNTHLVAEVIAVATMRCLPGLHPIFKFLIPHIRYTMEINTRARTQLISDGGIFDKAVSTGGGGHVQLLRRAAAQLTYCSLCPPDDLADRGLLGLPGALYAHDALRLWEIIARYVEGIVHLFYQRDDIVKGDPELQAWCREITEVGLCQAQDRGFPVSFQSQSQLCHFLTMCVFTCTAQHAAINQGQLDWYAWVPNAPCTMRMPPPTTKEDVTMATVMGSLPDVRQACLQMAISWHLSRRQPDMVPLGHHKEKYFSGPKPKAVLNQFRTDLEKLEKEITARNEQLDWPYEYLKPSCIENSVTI
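Hydroperoxide product was detected by ferrous iron/xylenol orange as the 573 to 405 nm absorbance ratio. Arachidonic acid at 40 uM (final) was turned over for 30 min at room temperature by 150 nM human 12hLO, pH 7.0 Hepes buffer, after 15 min compound preincubation.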
Glioma ERSR ind = qHTS for Inducers of the Endoplasmic Reticulum Stress Response (ERSR) in Human Glioma: qHTS; U87-MG GRP78 promoter luciferase reporter, 16 h; Potency, µM, without a hit: at the top dose activation, hits mostly activators; actives 0.02% (n = 420,000); AID 602332, 2012; note: potency is the fitted concentration of half-maximal effect; series mostly up to about 76 µM; % of control where 0% means no effect; nearly all actives have a fitted effect of over 35% in size
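Stably transfected U87-MG human glioma cells carrying a GRP78-based luminescent sensor were seeded at 1000 cells/well, pin-dosed with compounds and incubated 16 h. Luciferase reagent was then added, and end-point luminescence was read after 10 min at room temperature.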
D2 antagonist = HTS Assay for Allosteric Antagonists of the Human D2 Dopamine Receptor: Primary Screen for Antagonists | D(2) dopamine receptor (Homo sapiens), P14416 | HEK293 TREx D2 cells, calcium flux, dopamine EC80 | inhibition, % at 10 µM | actives 2% (n = 340,000) | AID 485344, 2010; in the data active = inhibition above about 30%; note: 0% is about no effect
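Read-out: kinetic calcium fluorescence (1 cycle/s) in inducible HEK293 T-REx D2 cells after an EC80 dopamine addition that followed 180 s compound preincubation. Loss of the dopamine response indicates antagonism.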
D2 ag = HTS Assay for Allosteric Agonists of the Human D2 Dopamine Receptor: Primary Screen for Agonists | D(2) dopamine receptor (Homo sapiens), P14416 | HEK293 T-REx D2 cells, calcium flux agonist mode | activation, % at 2 µM | actives 0.53% (n = 340,000);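 active = activation over 3 SD above normal in the single-dose calcium agonist read, cut at about 30% in these data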; note: 0% is about no effect
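Tetracycline-induced HEK293 Trex cells with D2 receptor force-coupled to calcium signaling, plated overnight at 30 C and loaded with no-wash calcium dye. Calcium flux read kinetically for 180 s after compound addition; responses flag agonists.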
Vif-A3G inh = qHTS for Inhibitors of Vif-A3G Interactions: qHTS. DNA dC->dU-editing enzyme APOBEC-3G (Homo sapiens), Q9HC16. HeLa A3G-eYFP + Vif (tagged APOBEC3G with the HIV-1 protein that degrades it), YFP fluorescence, overnight. Potency, µM (doses to about 46.1 µM), without a hit: at the top dose activity, negative = active, usual class: inhibitors. actives 0.076% (n = 410,000);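 note: potency is the fitted concentration of half-maximal effect; % is set by controls: 0 for no effect and ±100 for the full control effect; nearly all actives have a fitted effect of over 60% in size; hits raise eYFP signal because A3G escapes Vif-driven loss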
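Read-out is eYFP fluorescence (Ex 488/Em 500-530) from Vif-expressing HeLa A3G-eYFP cells; more signal means A3G escaped Vif-mediated degradation. Cells plated overnight, compound pinned in, incubated overnight at 37 deg C.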
ERG Ets-DNA blk = qHTS for Small Molecule Inhibitors of the ERG Ets/DNA interaction; Transcriptional regulator ERG (Homo sapiens), P11308; actives 0.028% (n = 370,000); Potency, µM (doses to about 76.9 µM), inactives show at the top dose FP activity, negative = inhibition, most hits filed as inhibitors; AID 624246, 2012; fluorescence polarization, His-ERG Ets domain / labelled DNA; active = well fitted inhibition curve with a large enough effect in the polarisation, with a control signal flat; inconclusive = small, poorly fitted or top-dose-only effect, or effect the other way, or a change in a side signal; inactive = no such curve, though single readings can be large or run the other way; the % refers to the polarisation;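 note: polarization taken with two DNA probes labelled with fluorescein and Texas red; potency is the fitted concentration of half-maximal effect; % of control where 0% means no effect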
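His-tagged ERG Ets domain (1 uM in the protein solution; 300mM KCl, 50mM Tris-HCl, 1mM EDTA, 1mM DTT, pH 7.5) received compound, then a probe mix of 5 nM fluorescein-DNA and 100nM Texas-615-DNA. Fluorescence polarization was read for both dyes.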
LDHA inh = qHTS assay for inhibitors of human lactate dehydrogenase | actives 0.15% (n = 480,000) | activity change, % (values are at about 110 or 230 µM) | L-lactate dehydrogenase A chain (Homo sapiens), P00338 | purified LDHA, NADH/diaphorase-resazurin fluorescence; stronger effect = lower value; in the data active = activity change below about -30%; inconclusive = mostly about -25% to -30%;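 note: plate controls were DMSO wells for no effect and wells without enzyme for full effect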
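Enzyme activity of human lactate dehydrogenase 5 (2 nM; 0.06 mM NADH, 0.2 mM pyruvate, 5 min, RT) is measured via a resazurin/diaphorase fluorescence readout of residual NADH.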
* hit, by the source's call; [ ] = dose if it differs, or a comment. Unless noted, calls come from the whole dose curve; as a rule, active = well fitted curve in the direction sought with a large enough effect; inconclusive = small, poorly fitted or top-dose-only effect, or another doubt; inactive = no such curve, though single readings can be large; an effect the other way counts as inactive or inconclusive. Not all compounds are listed. The share of hits here may be higher or lower than overall.

`COc1ccc(-c2cc3nc(C)cc(-c4ccc(OC)cc4)n3n2)cc1` gave Vif-A3F inh -19%, RGS4 inhibitor 10%, ALOX12 inh 3%, Glioma ERSR ind 1%, D2 antagonist -5, D2 ag 0.9, Vif-A3G inh -5%, ERG Ets-DNA blk 1% and LDHA inh -1.
For Cc1c(N=Cc2ccc[nH]2)c(=O)n(-c2ccccc2)n1C the results were Vif-A3F inh -3%, RGS4 inhibitor 18%, ALOX12 inh -10%, Glioma ERSR ind -4%, D2 antagonist 15, D2 ag -2.4, Vif-A3G inh -1%, ERG Ets-DNA blk 0% and LDHA inh -1.
`CCn1cc(C2=NC(C)(C)CO2)c2ccccc21` gave Vif-A3F inh -6%, RGS4 inhibitor 17%, ALOX12 inh 4%, Glioma ERSR ind 1%, D2 antagonist 20, D2 ag -1.9, Vif-A3G inh 0%, ERG Ets-DNA blk -3% and LDHA inh -10.
Screening O=C(O)CSc1nnc(SCc2cccc3ccccc23)s1 returned Vif-A3F inh -11%, RGS4 inhibitor -5%, ALOX12 inh -6%, Glioma ERSR ind -7%, D2 antagonist -6, D2 ag -0.9, Vif-A3G inh 1%, ERG Ets-DNA blk -12% and LDHA inh -7.
For Nc1nnnn1/N=C/c1ccc(N2CCCCC2)c([N+](=O)[O-])c1 the results were Vif-A3F inh -1%, RGS4 inhibitor -21%, ALOX12 inh 6%, Glioma ERSR ind -2%, D2 antagonist -4, D2 ag 3.4, Vif-A3G inh -4%, ERG Ets-DNA blk 2% and LDHA inh -8.
Screening CC(/C=C/c1ccco1)=N/NC(=O)c1ccc(C)nc1 returned Vif-A3F inh -9%, RGS4 inhibitor -24%, ALOX12 inh 336%[activator], Glioma ERSR ind -6%, Vif-A3G inh -1%, ERG Ets-DNA blk 0% and LDHA inh -2.
For CCOc1cc(N2CCOCC2)c(OCC)cc1NS(=O)(=O)c1ccc(Cl)s1 the results were Vif-A3F inh -2%, RGS4 inhibitor inconclusive, ALOX12 inh inconclusive, Glioma ERSR ind -7%, D2 antagonist -14, D2 ag -0.4, Vif-A3G inh inconclusive, ERG Ets-DNA blk -9% and LDHA inh 19.
For Cc1ccc(S(=O)(=O)N(CC(=O)NCc2ccco2)C2CCCCC2)cc1 the results were Vif-A3F inh 0%, RGS4 inhibitor -5%, ALOX12 inh inconclusive, Glioma ERSR ind -5%, D2 antagonist 15, D2 ag 0.4, Vif-A3G inh 1% and LDHA inh -4.
COCCOCC(=O)Nc1ccc(S(=O)(=O)Nc2cc(C)nc(C)n2)cc1 was read as Vif-A3F inh 1%, RGS4 inhibitor -29%, ALOX12 inh -19%, Glioma ERSR ind -1%, D2 antagonist -5, D2 ag 0.7, Vif-A3G inh 11%, ERG Ets-DNA blk 10% and LDHA inh 2.
`COc1ccccc1N1CCN(C(=O)Cn2c(=O)[nH]c3ccsc3c2=O)CC1` gave Vif-A3F inh 3%, RGS4 inhibitor 0%, ALOX12 inh 28%, Glioma ERSR ind 2%, D2 antagonist 5, D2 ag 0.8, Vif-A3G inh 2%, ERG Ets-DNA blk 0% and LDHA inh -6.
CCc1nnc(NC(=O)CCN2C(=O)c3ccccc3S2(=O)=O)s1 was read as Vif-A3F inh -1%, RGS4 inhibitor -2%, ALOX12 inh 10%, Glioma ERSR ind 11%, D2 antagonist -13, D2 ag -0.8, Vif-A3G inh -3%, ERG Ets-DNA blk 7% and LDHA inh -2.
For O=C1c2ccccc2CCC12N=NCC2c1ccc(Br)cc1 (stereo not given) the results were Vif-A3F inh -1%, RGS4 inhibitor -5%, ALOX12 inh 0%, Glioma ERSR ind 5%, D2 antagonist 8, D2 ag -1.3, Vif-A3G inh 1%, ERG Ets-DNA blk 0% and LDHA inh 0.
Screening CCC12CN3CC(CC)(CN(C1)C3c1ccc(OCc3ccccc3)cc1)C2=O (stereo not given) returned Vif-A3F inh 3%, RGS4 inhibitor -14%, ALOX12 inh -15%, Glioma ERSR ind -1%, D2 ag 0.7, Vif-A3G inh 3%, ERG Ets-DNA blk 2% and LDHA inh -1.
`NS(=O)(=O)c1cccc(NC(=O)CC(NC(=O)c2ccccc2Cl)c2ccccc2)c1` (stereo not given) gave Vif-A3F inh 8%, RGS4 inhibitor -18%, ALOX12 inh inconclusive, Glioma ERSR ind -6%, D2 antagonist 10, D2 ag -1.7, Vif-A3G inh 0%, ERG Ets-DNA blk -7% and LDHA inh -6.
`COc1ccc2oc(C(=O)OC(C)C(=O)N3CCC(C)CC3)c(C)c2c1` (stereo not given) gave Vif-A3F inh 0%, RGS4 inhibitor 0%, ALOX12 inh 366%[activator], Glioma ERSR ind 1%, D2 antagonist 16, D2 ag 0.4, Vif-A3G inh -6%, ERG Ets-DNA blk -7% and LDHA inh -2.
`CC(C)c1ccc(Nc2cnn(C34CC5CC(CC(CC(=O)O)(C5)C3)C4)c(=O)c2Cl)cc1` gave Vif-A3F inh -2%, RGS4 inhibitor 3%, ALOX12 inh 11%, Glioma ERSR ind -4%, D2 antagonist 0, D2 ag -0.3, Vif-A3G inh 1% and LDHA inh -10.
For NC(=S)NN=C1CCC2(CCCCC2)CC1 the results were Vif-A3F inh 9%, RGS4 inhibitor -53%, ALOX12 inh inconclusive, Glioma ERSR ind -3%, Vif-A3G inh 7%, ERG Ets-DNA blk 0% and LDHA inh -9.
`C=CCn1c(=O)c(C(=O)NCCc2ccc(Cl)cc2)c(O)c2cc(OC)c(OC)cc21` gave Vif-A3F inh 4%, RGS4 inhibitor -25%, ALOX12 inh -30%, Glioma ERSR ind -2%, D2 antagonist 5, D2 ag 0.3, Vif-A3G inh 0%, ERG Ets-DNA blk 12% and LDHA inh -4.
For O=C(NC1CCCCC1)n1c(=O)oc2ccccc21 the results were Vif-A3F inh 1%, RGS4 inhibitor -20%, ALOX12 inh -9%, Glioma ERSR ind 2%, D2 antagonist 3, D2 ag 0.2, Vif-A3G inh 5%, ERG Ets-DNA blk -10% and LDHA inh 7.
Screening CCn1c(=O)c(C(=O)Nc2ccc(C)cc2)c(O)c2ccccc21 returned Vif-A3F inh -4%, RGS4 inhibitor 21%, ALOX12 inh 6%, Glioma ERSR ind 0%, D2 antagonist 9, D2 ag 1.5, Vif-A3G inh 2%, ERG Ets-DNA blk 1% and LDHA inh -12.
For Cc1ccc(CNC(=O)CC2Oc3ccc(Cl)cc3NC2=O)cc1 (stereo not given) the results were Vif-A3F inh 8%, RGS4 inhibitor -4%, ALOX12 inh -20%, Glioma ERSR ind -2%, D2 ag -0.6, Vif-A3G inh 1%, ERG Ets-DNA blk -3% and LDHA inh -5.
`COc1ccc(OC)c(-c2cc(C(=O)Nc3ccccc3C(N)=O)c3ccccc3n2)c1` gave Vif-A3F inh -12%, RGS4 inhibitor -4%, ALOX12 inh 11%, Glioma ERSR ind -3%, Vif-A3G inh -19%, ERG Ets-DNA blk -4% and LDHA inh -3.
Cc1ccc(Nc2nnc(SCC(=O)Nc3ccccc3[N+](=O)[O-])s2)cc1 was read as Vif-A3F inh -3%, RGS4 inhibitor -1%, ALOX12 inh -17%, Glioma ERSR ind -3%, D2 antagonist 11, D2 ag -2.7, Vif-A3G inh -3%, ERG Ets-DNA blk -9% and LDHA inh -3.
Screening CSCCC(=O)N1CCC(n2nccc2NC(=O)c2ccc3c(c2)OCO3)CC1 returned Vif-A3F inh 2%, RGS4 inhibitor -36%, ALOX12 inh 0%, Glioma ERSR ind 2%, D2 antagonist -5, D2 ag 0.1, Vif-A3G inh 6%, ERG Ets-DNA blk 39%[activator] and LDHA inh 5.
Screening CCCCCCC(=O)Nc1nc(C)c(-c2csc(Nc3ccccc3OC)n2)s1 returned Vif-A3F inh 2%, RGS4 inhibitor -34%, ALOX12 inh inconclusive, Glioma ERSR ind -1%, D2 antagonist -7, D2 ag -1.5, Vif-A3G inh 0%, ERG Ets-DNA blk -12% and LDHA inh -1.
For Cc1ccn2c(Nc3ccccc3)c(-c3c[nH]c4ccccc34)nc2c1 the results were Vif-A3F inh inconclusive, RGS4 inhibitor -17%, ALOX12 inh inconclusive, Glioma ERSR ind -1%, D2 ag 3.0, Vif-A3G inh -9%, ERG Ets-DNA blk 8% and LDHA inh -2.
COC(=O)C(Cc1ccccc1)OS(N)(=O)=O (stereo not given) was read as Vif-A3F inh -3%, RGS4 inhibitor -17%, ALOX12 inh -5%, Glioma ERSR ind -4%, D2 antagonist -13, D2 ag 15, Vif-A3G inh 4%, ERG Ets-DNA blk 16% and LDHA inh -6.
